# Luc counter = blocks Kinase-Glo luciferase, a counter-screen artifact | Q27757 | Kinase-Glo luciferase, ATP luminescence, 8 min | Potency, µM (doses to about 38.3 µM), inactives show at the top dose activity change, negative = inhibition, hits mostly inhibitors | 0.28% of 200,000 active | AID 1379; further: on the % scale 0 is the no-effect control and ±100 the full control effect; nearly all actives have a fitted effect of over 60% in size
#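 Substrate mix (final 50 mM imidazole pH 7.2, 50 mM KCl, 7 mM MgCl2, 10 uM ATP, 0.01% Tween 20, 0.05% BSA) plus pin-tool compound, then Kinase-Glo detection mix; 8 min ambient, luminescence read.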
# IMPase Li cell = cell-permeable IMPase inhibitors with lithium potentiation | Potency, µM (series often up to 59.4 µM), for the others: at the top dose activity, negative = IMPase inhibition, most hits filed as inhibitors | 0.35% of 210,000 active | CHO-M1 cells, IP1 TR-FRET (IP-One), carbachol + lithium;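 further: IP1 builds up when IMPase is blocked and the TR-FRET signal falls; plate controls were basal vehicle for no effect and high inhibitor control for full effect; nearly all actives have a fitted effect of over 50% in size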
#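 Steps: plate 2000 CHO-M1 cells per well and culture 16–30 h; add compound and lithium; incubate 30 min, 37C; add d2-IP1 tracer and Eu cryptate anti-IP1 antibody in lysis buffer; read after 10 min at room temperature.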
# RECQ1 inh = RECQ1 (human) helicase inhibition | AID 2549 | P46063 | RECQ1 DNA unwinding, red fluorescence kinetic read | Potency, µM (highest dose often 57.3 µM), for the others: at the highest dose activity, negative = inhibition, usual class: inhibitors | 0.54% of 240,000 active;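 further: plate controls were vehicle for no effect and no enzyme for full effect; nearly all actives have a fitted effect of over 30% in size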
#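 50 nM RECQ1T1 preincubated 15 min with compound in Tris pH 8.0 buffer with MgCl2, DTT, Tween-20 and 2.5 ug/ml poly(dI-dC); started with 200 nM TAMRA/BHQ-2 forked duplex and 2 mM ATP. Unwinding read as fluorescence (525/598 nm), two reads 2 h apart.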
# NPSR antag = neuropeptide S receptor (human) antagonism, cAMP. Q6W5P4. CHO-NPSR cells, cAMP TR-FRET, antagonist mode. Potency, µM (doses to about 38.3 µM), for inactives: at the top dose activity change, negative = inhibition, hits mostly inhibitors. 1% of 220,000 active; further: on the % scale 0 is the no-effect control and ±100 the full control effect; nearly all actives have a fitted effect of over 50% in size; many of its hits are not listed in these tables
# Target sequence (Q6W5P4 whole entry, looked up): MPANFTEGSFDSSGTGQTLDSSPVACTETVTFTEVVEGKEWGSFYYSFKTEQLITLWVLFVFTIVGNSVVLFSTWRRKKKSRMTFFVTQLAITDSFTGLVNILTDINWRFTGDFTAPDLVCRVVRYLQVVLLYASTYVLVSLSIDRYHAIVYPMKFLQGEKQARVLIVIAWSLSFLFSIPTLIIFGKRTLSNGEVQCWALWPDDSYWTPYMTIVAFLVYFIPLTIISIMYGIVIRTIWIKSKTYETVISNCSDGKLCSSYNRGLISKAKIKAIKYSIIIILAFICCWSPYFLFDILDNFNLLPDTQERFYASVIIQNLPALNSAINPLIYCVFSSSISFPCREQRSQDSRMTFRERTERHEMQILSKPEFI
# SMN2 splice up = SMN2 splice variant enhancement; HEK293 SMN2-luciferase splicing reporter, luminescence, 30-36 h; Potency, µM (titrated, usually from 46.1 µM), without a hit: at the top dose activity change, positive = activation, hits mostly activators; 2.8% of 210,000 active; AID 1458; further: % of control where 0% means no effect; nearly all actives have a fitted effect of over 55% in size
#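 qHTS luciferase splicing reporter: luminescence rises when SMN2 exon 7 is included in transfected HEK293 cells. Compound exposure lasted 30-36 h at 37C, with 4.5 mM final sodium butyrate as control, followed by a ONE-Glo read.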
# GoLoco inh red = RGS12 GoLoco-Gai1 interaction inhibition; P63096; Gai1:RGS12 GoLoco peptide FP, rhodamine, 10 min; Potency, µM (series often up to 61.6 µM), for inactives: top-dose activity, negative = inhibition, hits mostly inhibitors; 0.44% of 230,000 active; AID 880; active means well fitted inhibition curve with a large enough effect, not every such curve was filed as active; inactive means no such curve, though single readings can be large or run the other way; further: on the % scale 0 is the no-effect control and ±100 the full control effect; nearly all actives have a fitted effect of over 30% in size; many of its hits are not listed in these tables
# Target sequence (P63096 whole entry, looked up): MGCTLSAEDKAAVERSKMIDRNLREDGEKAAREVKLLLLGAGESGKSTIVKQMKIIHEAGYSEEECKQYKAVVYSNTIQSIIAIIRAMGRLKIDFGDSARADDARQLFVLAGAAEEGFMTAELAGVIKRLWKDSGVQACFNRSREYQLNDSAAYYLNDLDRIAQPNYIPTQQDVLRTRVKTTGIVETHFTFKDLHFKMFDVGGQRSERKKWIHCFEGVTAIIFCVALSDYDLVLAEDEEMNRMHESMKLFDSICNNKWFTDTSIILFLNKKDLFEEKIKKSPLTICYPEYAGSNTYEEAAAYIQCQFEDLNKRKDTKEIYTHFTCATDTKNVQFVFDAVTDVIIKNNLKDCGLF
# Epigenetic derep = epigenetic control regulation, reporter derepression. 0.2% of 280,000 active. murine LDR cells, GFP reporter derepression, 30 h. Potency, µM (doses to about 53.9 µM), for the others: top-dose GFP activation, hits mostly activators; further: % of control where 0% means no effect; nearly all actives have a fitted effect of over 60% in size
#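 Reporter derepression read as number of fluorescent GFP-positive objects, 20-120 um in size, counted by laser-scanning cytometer. Mouse LDR line with an epigenetically silenced CMV-GFP locus; compound incubation 30 h, 37 C.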
# KDM4E inh = inhibitors of human JMJD2E histone demethylase | AID 2147 | 1.6% of 230,000 active | JMJD2E catalytic domain, FDH-coupled NADH fluorescence (FDH is formaldehyde dehydrogenase) | Potency, µM (titrated, usually from 57.1 µM), inactives show at the highest dose activity change, negative = inhibition, most hits filed as inhibitors | B2RXH2; active means well fitted inhibition curve with a large enough effect, not every such curve was filed as active; inconclusive means small, poorly fitted or top-dose-only effect, or another doubt; inactive means no such curve, though single readings can be large or run the other way;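 further: 0% = wells with enzyme and -100% = buffer wells without enzyme; nearly all actives have a fitted effect of over 50% in size; many of its hits are not listed in these tables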
# Target sequence (B2RXH2 1-337 limits assumed): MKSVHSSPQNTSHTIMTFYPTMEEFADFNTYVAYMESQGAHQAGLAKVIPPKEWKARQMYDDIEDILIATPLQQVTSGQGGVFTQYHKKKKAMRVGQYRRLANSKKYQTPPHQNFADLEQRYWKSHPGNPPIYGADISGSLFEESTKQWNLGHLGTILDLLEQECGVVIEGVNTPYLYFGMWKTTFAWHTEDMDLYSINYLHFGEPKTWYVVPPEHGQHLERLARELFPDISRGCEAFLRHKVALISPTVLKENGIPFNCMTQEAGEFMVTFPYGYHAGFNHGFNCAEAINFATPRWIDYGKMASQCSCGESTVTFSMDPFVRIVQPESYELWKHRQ
# The depositor's hits bear a star; i = inactive; ? = inconclusive; nt = no result given; [ ] = another dose, or the depositor's remark. Unless noted, the call rests on the fitted dose curve; in most records, active means well fitted curve in the direction sought with a large enough effect; inconclusive means small, poorly fitted or top-dose-only effect, or another doubt; inactive means no such curve, though single readings can be large; an effect the other way counts as inactive or inconclusive. Potency means the concentration at half of the fitted maximal effect. These rows are one share of the data; rates above refer to the full screens.
SMILES,Luc counter,IMPase Li cell,RECQ1 inh,NPSR antag,SMN2 splice up,GoLoco inh red,Epigenetic derep,KDM4E inh
O=C(CSc1nnnn1-c1ccccc1)Nc1ncc(Cc2cccc(Cl)c2Cl)s1,-1%,-6%,4%,15%,10%,5%,-1.9%,1%
Cc1nccn1-c1c2c(c(C#N)c3nc4ccccc4n13)CCC2,0%,24%[38.3 µM],i,-15%[46.1 µM],18%,0%,2.9%,?
Cc1cc(C)nc(SC2CCCCC2NS(=O)(=O)c2ccc(Cl)cc2)n1 (stereo unspecified),0%,4%,-8%,8%,-3%,5%,0.0%,-1%
O=C1C(=O)N(CC2CCCO2)C(c2ccccc2[N+](=O)[O-])/C1=C(/O)c1ccccc1 (stereo unspecified),3%,6%,i,3%,-6%,-3%,1.1%,0%
Cc1cc(C)cc(OCc2ccc(C(=O)O)o2)c1,-2%,-1%[38.3 µM],-1%,-5%[46.1 µM],?,-2%,0.9%,3%
O=C(NC1CCCCCCC1)NC1CCCCC1,0%,4%[38.3 µM],i,-13%[46.1 µM],?,5%,1.1%,12%
Cc1cc(C)c(N2C(=NC(=O)CCCC(=O)O)SC3CS(=O)(=O)CC32)c(C)c1 (stereo unspecified),-3%,-2%[38.3 µM],-2%,-7%[46.1 µM],-3%,0%,0.0%,-7%
O=C(O)CSc1nc2c(c(=O)[nH]1)CCCC2,nt,nt,0%,3%[46.1 µM],nt,nt,0.0%,-1%
Cc1ccc(NC(=O)c2ccc3c(c2)OCCO3)cc1,-11%,-15%[38.3 µM],-6%,-13%[46.1 µM],0.71µM*,9%,-0.9%,11%
CC(=O)c1sc2nc(-c3cccs3)ccc2c1N,-1%,-24%[38.3 µM],i,-3%[46.1 µM],?,-8%,0.0%,?
N=C1c2ccccc2CN1NC(=O)c1cccc(S(=O)(=O)N2CCCCC2)c1,-2%,2%,-8%,14%,-1%,-3%,-2.0%,1%
Cc1nc2ccccc2c2c1C(=O)N(c1cccc(C(=O)O)c1)C2=O,9%,-4%,-13%,-2%,17%,3%,-3.1%,0%
COc1ccc(C2CC(c3ccccc3Cl)Nc3ncnn32)cc1OC (stereo unspecified),0%,-2%[38.3 µM],-2%,-12%[46.1 µM],-9%,7%,0.6%,11%
CCN(CC)c1ccc(C(=O)OCC(=O)N(C)Cc2ccccc2)cc1,2%,-4%,-7%,-4%,-4%,-1%,-3.8%,-16%
O=C(CN1C(=O)NC2(CCCCCC2)C1=O)NC1CC1,2%,-2%,i,-18%,-3%,8%,-2.2%,2%
O=P(O)(O)c1cc(-c2ccccc2)oc1-c1ccccc1,nt,nt,-7%,-4%,nt,18%,0.1%,?
Cc1cn(C2CCC(CO)O2)c(=O)[nH]c1=O (stereo unspecified),1%,-6%,-2%,nt,-7%,-3%,-1.7%,0%
O=C(O)NCc1ccccc1 (tested in a mixture with another compound),-3%[7.66 µM],15%,nt,nt,-10%[9.22 µM],-5%[14.2 µM],nt,nt
O=C(Cn1cc(C(=O)C(F)(F)F)c2cc(Br)ccc21)N1CCOCC1,4%,0%,i,-13%,10%,2%,-2.1%,4%
O=S(NCc1ccccc1)C12CC3CC(CC(C3)C1)C2 (stereo unspecified),8%,20%[38.3 µM],3%,-4%[46.1 µM],-26%,2%,-2.1%,8%
COc1cc(NC(=S)NCCCN2CCOCC2)c(OC)cc1Cl,4%,6%,-3%,12%,3%,3%,1.1%,9%
Cc1cc(N(C)C)ccc1N=Nc1ccc2ncccc2c1,nt,nt,i,-13%,nt,23%,2.1%,-25%
O=C(NC1CCCCCC1)c1cc2n(n1)C(C(F)(F)F)CC(c1ccco1)N2 (stereo unspecified),2%,-5%[38.3 µM],-5%,-21%[46.1 µM],-27%,3%,-0.6%,3%
CN(CC(=O)Nc1cccc2c1CCCC2)S(=O)(=O)c1ccc(Br)cc1,-1%,19%[38.3 µM],i,-15%[46.1 µM],-16%,6%,-2.1%,2%
COC(=O)C1=C(C)NC(=O)NC1c1cccc(OC)c1OCc1ccccc1 (stereo unspecified),-4%,16%[38.3 µM],i,-13%[46.1 µM],-5%,7%,0.1%,12%
Cc1cc(C)c(C)c(OCc2nc(-c3cccnc3)no2)c1,0%,21%[38.3 µM],-1%,-19%[46.1 µM],-7%,6%,-1.0%,0%
Cc1ccccc1NCC(=O)c1ccc(Br)cc1,9%,4%[38.3 µM],i,-10%[46.1 µM],6%,-9%,?,?
CC(C)Oc1cccc(-c2cc(C(=O)NC(=S)N(C)c3ccccc3C(=O)O)c3ccccc3n2)c1,0%,3%,-2%,-11%,18%,0%,0.0%,?
Cc1ccc(C(C)C)c(O)c1,1%[39.9 µM],0%,i,nt,nt,8%,4.1%,nt
Cc1nnc(SCC(=O)Nc2cc(S(=O)(=O)N3CCCC3)ccc2Cl)s1,nt,nt,i,-5%,nt,20%,-2.1%,5%

# Grouped by structure: the entries above with a furan ring, fused or not.
SMILES,Luc counter,IMPase Li cell,RECQ1 inh,NPSR antag,SMN2 splice up,GoLoco inh red,Epigenetic derep,KDM4E inh
Cc1cc(C)cc(OCc2ccc(C(=O)O)o2)c1,-2%,-1%[38.3 µM],-1%,-5%[46.1 µM],?,-2%,0.9%,3%
O=P(O)(O)c1cc(-c2ccccc2)oc1-c1ccccc1,nt,nt,-7%,-4%,nt,18%,0.1%,?
O=C(NC1CCCCCC1)c1cc2n(n1)C(C(F)(F)F)CC(c1ccco1)N2 (stereo unspecified),2%,-5%[38.3 µM],-5%,-21%[46.1 µM],-27%,3%,-0.6%,3%

# Other records follow:
SMILES,Luc counter,IMPase Li cell,RECQ1 inh,NPSR antag,SMN2 splice up,GoLoco inh red,Epigenetic derep,KDM4E inh
COC(=O)c1ccc(NC(=O)C(C)Oc2ccccc2)cc1 (stereo unspecified),-3%,22%[38.3 µM],i,-8%[46.1 µM],-1%,-7%,0.8%,2%
CCOC(=O)c1c(CC(C)C)csc1NC(=O)COC(=O)c1cc(OC)c(OC)cc1[N+](=O)[O-],0%,10%,-1%,-26%[46.1 µM],-20%,4%,0.0%,8%
Cc1ccccc1-c1nnc2s/c(=C\c3ccc(N(C)C)cc3)c(=O)n12,0%,-12%[38.3 µM],?,3%[7.67 µM],5%,53%[activator],-4.1%,?
COc1ccc(C)cc1NC(=O)c1ccccc1NS(=O)(=O)c1ccc(Cl)s1,2%,2%,i,-8%,nt,-6%,1.4%,-3%
N#CC1=C(S)N(c2ccccc2)C2(CCCCC2)NC1=O,-1%,0%,-3%,-1%,-2%,-8%,-1.6%,-1%
CC(C)(C)c1cc(CCC(=O)NNC(=S)NC(=O)c2ccccc2)cc(C(C)(C)C)c1O,4%,0%,-1%,-1%,-76%[inhibitor],7%,-1.8%,-12%
Cc1cc(C(=O)NCc2ccco2)c2cc(F)ccc2n1,2%,5%,i,-9%,nt,13%,-4.3%,?
CCOC(=O)c1c(-c2cccs2)csc1NC(=O)COC(=O)c1c(C)noc1C,-1%,22%[38.3 µM],-2%,?,-6%,2%,1.0%,-4%
CCCn1c(SCC(=O)Nc2cccc(C(=O)OC)c2)nnc1-c1cccnc1,1%,12%[38.3 µM],-1%,-7%[46.1 µM],10%,2%,0.0%,4%
N#Cc1c(NC(=O)c2ccccc2Cl)n(Cc2ccccc2)c2nc3ccccc3nc12,2%,9%,?,-9%,-33%[inhibitor],118%[activator],8.9%,?
CC(C)CC(=O)NNC(=S)NCc1ccco1,0%,-2%,i,11%,2%,12%,-0.3%,6%
O=C(Cc1ccc(-n2cccc2)cc1)N1CCN(c2ccccc2F)CC1,-1%,7%[38.3 µM],-1%,-10%[46.1 µM],-1%,6%,0.0%,-3%
CC1CCC2C(C1)c1sc(=O)[nH]c1SC2(C)C (stereo unspecified),0%,5%,-6%,2%[46.1 µM],-22%,-3%,0.0%,9%
Fc1c(CSC(=S)N2CCOCC2)cccc1CSC(=S)N1CCOCC1,nt,nt,-12%,27%,nt,9%,-1.0%,-3%
C#CCOCCOCCOCCNc1nc(N2CCN(C(=O)[C@H](CCC(=O)O)n3cc(C(N)CC(C)C)nn3)CC2)nc(N2CCN(C(=O)[C@H](CCC(=O)O)n3cc(C(N)CC(C)C)nn3)CC2)n1 (stereo partly specified),nt,-3%,-9%,-5%,nt,1%,6.2%,4%
CCN(CC)CCNC(=O)C(=O)Nc1ccc(C(=O)OC)cc1,nt,nt,i,10%,nt,-4%,0.0%,0%
Cc1cc(Nc2ccc(C(=O)O)cc2)n2nc(C)nc2n1,0%,19%[38.3 µM],-4%,4%[46.1 µM],10%,-8%,0.1%,-6%
COCC(C)n1c(SCC(=O)NNC(=O)c2ccc(F)cc2)nc2ccccc2c1=O (stereo unspecified),3%,4%,-7%,0%[46.1 µM],4%,-3%,1.0%,-6%
COc1cc(Cl)c(S(=O)(=O)N2CC(C)OC(C)C2)cc1Cl (stereo unspecified),-1%,5%[38.3 µM],-4%,-4%[46.1 µM],-29%,-2%,5.2%,3%
CC12CCCC(O)(C1)C1CC(C)(C)C1CC2 (stereo unspecified),1%,-5%,-12%,nt,3%,8%,-0.2%,-5%
CCOC(=O)C1CCCN(C(=O)c2cc(Nc3ccc(OC)cc3)nc3ccccc23)C1 (stereo unspecified),2%,14%[38.3 µM],i,?,-5%,5%,-0.7%,-13%
O=C(Nc1ccccc1C(=O)Nc1ccccn1)c1ccc([N+](=O)[O-])cc1,-9%,11%,i,-16%,-2%,1%,-0.7%[10.1 µM],-1%
O=C(Nc1cc(F)cc(F)c1)c1sc(Cl)nc1-c1ccccc1,0%,?,i,?,8%,10%,0.0%,-3%
O=C(N/N=C/c1cn(-c2ccccc2)nc1-c1ccc(F)cc1)c1ccc(Br)o1,8%,4%[38.3 µM],0%,-16%[46.1 µM],-6%,13%,-1.6%,?
O=C(COC(=O)/C=C/c1ccccc1Cl)NC1CCCCCC1,0%,12%,-2%,3%,10%,1%,0.5%,7%
COc1ccc(OCCCC(=O)Nc2ccc(N3CCCCC3)cc2)cc1,-2%,-3%,0%,16%,-4%,-11%,0.0%,-2%
CSc1nnc(C)c(/C=C/Nc2ccc(Cl)cc2)n1,-5%,15%[38.3 µM],-3%,-24%[46.1 µM],-14%,14%,4.9%,-8%
